# Source: PubChem
# RGS8-Gao reg – regulators of human RGS8-Galphao interaction | P09471 | multiplexed bead flow cytometry, RGS8-Galphao binding; actives lie on both sides | response (percent of control binding), % at 10 µM | 220,000 compounds, 0.34% hits | AID 1423; in the data active = response below about 60% or above about 140%; inactive = in between;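 also: Galphao activated as the GDP aluminium fluoride complex binding bead-coupled RGS8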
# Target sequence (P09471 whole entry, looked up): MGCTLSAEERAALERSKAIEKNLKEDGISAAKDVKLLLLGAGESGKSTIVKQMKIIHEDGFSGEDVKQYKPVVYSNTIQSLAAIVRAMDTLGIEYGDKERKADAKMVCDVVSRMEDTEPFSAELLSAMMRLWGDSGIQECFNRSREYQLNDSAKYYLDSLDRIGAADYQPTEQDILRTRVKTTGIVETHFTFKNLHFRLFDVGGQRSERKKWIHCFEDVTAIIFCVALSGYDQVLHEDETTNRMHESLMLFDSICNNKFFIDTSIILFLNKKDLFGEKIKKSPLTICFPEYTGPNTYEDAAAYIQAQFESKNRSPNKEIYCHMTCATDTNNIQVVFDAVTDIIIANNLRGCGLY
# GSH bead fluor – GSH bead compound fluorescence profile; GSH beads flow cytometry, compound fluorescence 488/530 nm; hits give high values; 190,000 compounds, 0.25% hits; fluorescence (KMESF) at 10 µM; AID 1776; in the data active = fluorescence above about 89;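 also: glutathione beads carrying GST-tagged Bcl family fusion proteins plus one bare bead set; values are compound well signal with DMSO vehicle wells as background; inactives centre near 16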
# Mcl-1 Bim block – human Bim-Mcl-1 interaction inhibition | 190,000 compounds, 0.1% hits | Q07820 | Bead-based flow cytometry, Bim peptide-Mcl-1 binding | inhibition, % at 10 µM;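 also: 0% = no compound tracer wells and 100% = peptide blocker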
# Target sequence (Q07820 whole entry, looked up): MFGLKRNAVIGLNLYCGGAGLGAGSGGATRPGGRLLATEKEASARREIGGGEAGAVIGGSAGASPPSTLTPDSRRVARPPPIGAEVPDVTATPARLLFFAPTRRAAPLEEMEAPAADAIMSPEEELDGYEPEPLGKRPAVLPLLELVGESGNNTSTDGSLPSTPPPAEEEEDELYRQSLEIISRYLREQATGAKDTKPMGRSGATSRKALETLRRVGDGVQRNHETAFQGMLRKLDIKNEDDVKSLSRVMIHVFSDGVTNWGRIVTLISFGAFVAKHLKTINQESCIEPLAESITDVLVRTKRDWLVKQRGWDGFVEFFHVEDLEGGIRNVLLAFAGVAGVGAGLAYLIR
# Bim-Bfl-1 – inhibitors of Bim-Bfl-1 interaction, human | Bead-based flow cytometry, Bim-Bfl-1 binding inhibition | AID 1008 | 190,000 compounds, 0.12% hits | inhibition, % at 10 µM;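 also: 0% = wells without compound plus tracer and 100% = blocker peptide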
# RGS4-Gao reg – human RGS4-Galphao interaction regulation. binding response (% of control), % at 10 µM. Multiplexed bead flow cytometry, RGS4-Galphao binding; actives lie on both sides. P09471. 220,000 compounds, 0.33% hits; in the data active = binding response below about 49% or above about 150%; inactive = in between;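 also: fluorescent Galphao activated with aluminum fluoride binding bead-coupled RGS4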
# Bim-Bcl-W – human Bim-Bcl-W interaction inhibition; Q92843; bead-based flow cytometry, Bim peptide-Bcl-W binding; inhibition, % at 10 µM; 190,000 compounds, 0.02% hits; AID 952;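 also: 0% = bound tracer without compound and 100% = peptide blocker; higher means less fluorescent Bim peptide bound to Bcl-W beads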
# Target sequence (Q92843 whole entry, looked up): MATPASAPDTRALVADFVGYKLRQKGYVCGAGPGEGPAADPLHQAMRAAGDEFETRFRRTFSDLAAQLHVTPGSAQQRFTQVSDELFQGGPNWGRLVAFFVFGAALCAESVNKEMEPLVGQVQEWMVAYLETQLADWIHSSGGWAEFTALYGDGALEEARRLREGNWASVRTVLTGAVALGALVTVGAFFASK
# Bim-Bcl-2 – inhibitors of Bim-Bcl-2 interaction, human; Bead-based flow cytometry, Bim peptide-Bcl-2 binding; inhibition, % at 10 µM; 190,000 compounds, 0.06% hits; in the data active = inhibition above about 40%; inconclusive = no clear call, values can overlap the other calls;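 also: 0% = no compound wells with probe peptide and 100% = reference peptide inhibitor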
# Bim-Bcl-XL – human Bim-Bcl-XL interaction inhibition. inhibition, % at 10 µM. Q07817. 190,000 compounds, 0.04% hits. Bim peptide-Bcl-XL binding, bead flow cytometry, fluorescence. AID 1007
# Bcl-B Bim block – disrupts Bim peptide binding to human Bcl-B; Q9HD36; 190,000 compounds, 0.073% hits; AID 951; bead-based flow cytometry; inhibition, % at 10 µM;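 also: 0% = tracer peptide without compound and 100% = reference inhibitor peptide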
# Mcl1-Bid inh – Mcl-1/Bid interaction inhibition. Q07820. TR-FRET Mcl-1/Bid-Dy647 peptide binding, 1536-well. inhibition, % at 21.7 µM. 220,000 compounds, 0.97% hits;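 active = compounds that cut the binding signal by more than half at the single screening dose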;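 also: His-tagged Mcl-1 with europium anti-His antibody binding Bid BH3 peptide; 0% = Mcl-1 plus peptide wells and 100% = peptide-only wells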
# RGS7-Gao – human RGS7-Galphao interaction regulation | Multiplexed bead flow cytometry, RGS7-Galphao binding; actives lie on both sides | P09471 | binding response (% of control), % at 10 µM | 220,000 compounds, 0.35% hits; in the data active = binding response below about 49% or above about 150%; inconclusive = no clear call, values can overlap the other calls; inactive = in between;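 also: fluorescent Galphao held in activated GDP-AlF4 state binding bead-coupled RGS7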
# * = called active by the depositor; ? = inconclusive; [ ] = remark or other dose. Rule as the data show it, unless noted: active = inhibition above about 40%.
RGS8-Gao reg	GSH bead fluor	Mcl-1 Bim block	smiles	Bim-Bfl-1	RGS4-Gao reg	Bim-Bcl-W	Bim-Bcl-2	Bim-Bcl-XL	Bcl-B Bim block	Mcl1-Bid inh	RGS7-Gao
100	19	-3	CC(=O)N1N=C(c2cccc([N+](=O)[O-])c2)OC1(C)CC(=O)Nc1ccccc1 (stereo not drawn)	-14	104	-3	-10	-7	-7	7	100
101	13	-1	O=C(/C=C/c1ccc2c(c1)OCO2)NCCSCc1ccc(Cl)cc1Cl	-3	100	-1	0	-2	-1	-17	98
99	15	-3	COc1ccc(OC)c(NC(=O)c2ccc(-c3cccs3)cc2)c1	-3	102	2	-4	0	-5	-8	99
96	16	-3	COc1ccc(C(C)=O)cc1CSCC(=O)O	-5	102	-2	0	-2	-4	-11	101
95	24	0	O=C1CSC(c2cn(-c3ccccc3)nc2-c2ccccc2)N1Cc1ccco1 (stereo not drawn)	-9	96	0	-7	-2	-8	-2	89
101	13	3	O=C/C(=C\Nc1ccc(S(=O)(=O)CCO)cc1)c1nc2cc(Cl)ccc2o1	-6	101	1	0	1	-3	2	?
101	19	-3	COc1ccc(NC(=O)Nc2nc3c(s2)CCCC3)cc1	-15	103	-6	-5	-7	-12	-12	98
99	11	-7	CC(=O)NC1=NN(C(C)=O)C(C)(CCS(=O)(=O)c2ccc(Cl)c(Cl)c2)S1 (stereo not drawn)	-3	98	-9	-6	-14	-9	11	97
99	12	0	CC(C)c1ccc(C2NC(=O)NC3=C2CCc2ccccc23)cc1 (stereo not drawn)	10	99	0	16	0	20	-11	96
99	25	-1	Cc1ccc(-n2nnc3c(=O)n(CC(=O)NCc4ccco4)cnc32)cc1	-15	100	0	-8	-6	-8	-18	97
87	7	0	CCOC(=O)c1c(-c2cccs2)csc1NC(=O)CSc1ncn[nH]1	3	87	2	-7	-2	-9	-7	101
101	8	1	Cc1cc(=O)oc2cc(OCC(=O)N/N=C/c3ccccc3[N+](=O)[O-])ccc12	-1	99	-5	-4	-2	-9	63*	101
100	34	-2	c1ccc(-c2nc3ccccc3nc2-c2ccccn2)nc1	-16	104	-2	-9	-8	-5	2	102
99	14	0	Cc1cc(C)c(S(=O)(=O)N(C2=NCCS2)S(=O)(=O)c2c(C)cc(C)cc2C)c(C)c1	0	104	0	-5	0	3	-3	103
100	11	-1	Cc1cc(C(=O)Nc2cccc3ccccc23)n(-c2ccccc2)n1	-4	100	-2	-3	-3	-3	-5	96
100	28	2	NS(=O)(=O)c1ccc(NC(=O)CSC2CCCCC2)cc1	-12	98	1	-4	-1	-6	-31	101
99	43	0	O=C(CCN1C(=O)C2C3C=CC(C3)C2C1=O)Nc1nccs1 (stereo not drawn)	-8	100	4	-6	3	-5	-27	99
103	24	0	O=C(COc1ncnc2ccccc12)N1CCN(c2ccccc2)CC1	-4	106	-1	-2	-4	-2	-35	104
101	35	0	CCOC(=O)C1/C(=N\O)CC(C)(O)C(C(=O)OCC)C1c1ccc(N(C)C)cc1 (stereo not drawn)	-7	103	1	-5	5	-5	1	101
108	12	-1	CCCCNC(=O)CN(CCc1ccccc1)S(C)(=O)=O	0	169*[activator]	0	-4	-2	-2	-23	133
104	13	-2	COc1ccc(CN=C(Nc2ccccc2)SC2CC(=O)NC2=O)cc1 (stereo not drawn)	0	102	0	-1	2	-2	-7	100
101	11	1	COc1ccc(CCNC(=O)CSc2nc3[nH]ncc3c(=O)[nH]2)cc1OC	0	100	0	-2	1	-1	-21	103
95	14	-7	O=C(NNC(=O)c1ccccc1[N+](=O)[O-])c1ccccc1[N+](=O)[O-]	5	96	-3	-6	-8	-28	-12	115
98	26	2	CN1C(=O)c2c(sc3c2CCCC3)NC1c1ccccc1O (stereo not drawn)	6	100	0	-1	-9	-11	-20	94
106	34	-2	Cc1sc2nc(SC(C)C)nc(N)c2c1C	-9	101	-2	-9	-1	-15	-6	103
97	15	-3	O=C(CSc1nnc(C2COc3ccccc3O2)o1)N1CCCCC1 (stereo not drawn)	2	102	-2	2	0	0	-17	100
100	17	-4	CCCCc1nc2cc(Cl)ccc2o1	-8	99	0	-13	1	-6	-18	100
100	43	-5	COc1ccc(/C=N/n2c(SC)nnc2-c2ccccc2)cc1C	-14	101	2	-8	0	-5	-7	100
103	29	-1	COc1cc(Cl)c(C)cc1NC(=O)CSC	-16	100	-2	-13	-6	-8	-18	101
103	24	-2	CN(C)c1c([N+](=O)[O-])cc2[nH]c(=O)[nH]c2c1[N+](=O)[O-]	-12	99	-2	-8	-3	-8	-6	100

# A different layout for seven compounds above.
RGS8-Gao reg | GSH bead fluor | Mcl-1 Bim block | Bim-Bfl-1 | RGS4-Gao reg | Bim-Bcl-W | Bim-Bcl-2 | Bim-Bcl-XL | Bcl-B Bim block | Mcl1-Bid inh | RGS7-Gao | molecule
101 | 35 | 0 | -7 | 103 | 1 | -5 | 5 | -5 | 1 | 101 | CCOC(=O)C1/C(=N\O)CC(C)(O)C(C(=O)OCC)C1c1ccc(N(C)C)cc1 (stereo not drawn)
108 | 12 | -1 | 0 | 169*[activator] | 0 | -4 | -2 | -2 | -23 | 133 | CCCCNC(=O)CN(CCc1ccccc1)S(C)(=O)=O
104 | 13 | -2 | 0 | 102 | 0 | -1 | 2 | -2 | -7 | 100 | COc1ccc(CN=C(Nc2ccccc2)SC2CC(=O)NC2=O)cc1 (stereo not drawn)
101 | 11 | 1 | 0 | 100 | 0 | -2 | 1 | -1 | -21 | 103 | COc1ccc(CCNC(=O)CSc2nc3[nH]ncc3c(=O)[nH]2)cc1OC
95 | 14 | -7 | 5 | 96 | -3 | -6 | -8 | -28 | -12 | 115 | O=C(NNC(=O)c1ccccc1[N+](=O)[O-])c1ccccc1[N+](=O)[O-]
98 | 26 | 2 | 6 | 100 | 0 | -1 | -9 | -11 | -20 | 94 | CN1C(=O)c2c(sc3c2CCCC3)NC1c1ccccc1O (stereo not drawn)
106 | 34 | -2 | -9 | 101 | -2 | -9 | -1 | -15 | -6 | 103 | Cc1sc2nc(SC(C)C)nc(N)c2c1C

# Next structures follow:
RGS8-Gao reg	GSH bead fluor	Mcl-1 Bim block	smiles	Bim-Bfl-1	RGS4-Gao reg	Bim-Bcl-W	Bim-Bcl-2	Bim-Bcl-XL	Bcl-B Bim block	Mcl1-Bid inh	RGS7-Gao
102	22	0	O=c1nc2ccccc2c2n1CC(CN1CCN(c3cccc(Cl)c3)CC1)N2 (stereo not drawn)	-6	104	0	-6	0	-2	-12	99
101	24	0	O=C(c1ccco1)N1CCN(Cc2cccnc2)CC1	-18	101	2	-7	-3	-6	51*	97
97	24	0	CCn1cc(C(=O)NCC2COc3ccccc3O2)c2cc(OC)c(OC)cc2c1=O (stereo not drawn)	-11	96	0	-5	-5	-7	-13	100
104	12	0	Cc1cccc(C)c1-n1cccc1/C=C1/C(=N)N2C(=NC1=O)SN=C2S(C)(=O)=O	-3	104	-1	-2	0	-2	19	103
109	5	0	CCOC(=O)Cn1c(CN(Cc2ccccc2)Cc2ccccc2)nc2c1c(=O)n(C)c(=O)n2C	-5	105	0	-5	-5	-7	1	103
103	21	-3	Cc1cn(CC2COC(C)(C)O2)c(=O)[nH]c1=O (stereo not drawn)	-16	100	-3	-9	-7	-7	-15	101
100	12	3	N/C(=N\OC(=O)c1ccccc1)c1ccccn1	-5	99	1	-4	-4	-3	-22	100
99	29	0	COc1ccc(NC(=O)CCC2CCCC2)cc1OC	0	98	0	-1	0	-1	-3	98
98	9	-1	Cc1nn(-c2ccccc2)c(/N=C/c2ccc(O)cc2)c1-c1ccccc1	-2	100	-1	-3	0	-2	-218	99
98	11	-3	CCOC(=O)c1c(NC(=S)NC(=O)/C=C/c2cccs2)sc(C)c1C	-3	94	-4	-1	-10	-8	5	98
105	23	-6	O=C(NCc1cccs1)c1cc2c(s1)-c1ccccc1OC2	-8	100	-2	-7	-5	-9	-13	108
100	25	0	O=C(/C=C/c1ccco1)Nc1sc2c(c1C(=O)O)CCC2	0	99	0	0	-5	-3	-19	96
93	22	0	Cc1onc(-c2ccccc2Cl)c1C(=O)Nc1nnc(-c2ccc(Cl)cc2Cl)s1	-6	90	0	-4	-5	-3	6	89
103	16	-2	Cc1[nH]n(-c2ccc([N+](=O)[O-])cc2)c(=O)c1/C=N/N1CCOCC1	-7	97	0	0	-3	-5	-61	101
102	25	0	CC(=O)c1ccc(NC(=S)N2CCCC(C(F)(F)F)C2)cc1 (stereo not drawn)	0	102	1	-4	0	-9	-53	?
103	15	-4	O=c1cc(CSc2ccc(Cl)cc2)nc(-c2ccncc2)[nH]1	-2	106	-3	0	0	-2	-3	98
97	12	-2	CCC(=O)NC(Nc1sc2c(c1C(=O)OC)CCCC2)(C(F)(F)F)C(F)(F)F	-1	102	-4	-2	-3	-3	-14	102
102	26	-8	CC(C)C(NC(=O)CNC(=O)OC(C)(C)C)C(=O)NCc1ccccc1 (stereo not drawn)	-14	98	-1	-4	-7	-8	-42	102
106	48	-1	Brc1ccc(-c2nc(N/N=C/c3cccnc3)c3ccccc3n2)cc1	-14	101	4	-10	-10	-6	50	103
102	9	-1	O=C(C1CCCCC1)N1CCN(C(=O)C2CCCCC2)CC1	-1	106	1	-2	-2	-5	-22	104
100	18	3	Fc1cc(F)cc(NC(=S)N2CCN(c3ncccn3)CC2)c1	8	102	4	4	3	-40	-21	102
101	13	-1	CCc1cc(C(=O)OC)c(NC(=O)CC2Sc3ccc(C(F)(F)F)cc3NC2=O)s1 (stereo not drawn)	-8	103	-7	-5	-5	-7	12	100
104	25	-3	O=C(O)CSc1ncnc2nc[nH]c12	-10	103	-4	-3	-1	-3	14	101
101	15	-9	COc1cccc(-c2noc(Cn3nc(C)c([N+](=O)[O-])c3C)n2)c1	4	100	-3	-6	-7	-22	-12	104
99	21	2	Cc1ccccc1OCC(=O)OC(C)CN1CCN(C)CC1 (stereo not drawn)	2	101	0	4	-7	1	4	91
97	29	-5	O=C(c1ccc(Br)cc1)N1CCCC1	-21	99	-1	-9	-8	-10	-16	94

# RGS4-Gao reg: hit marks shown above
RGS8-Gao reg	GSH bead fluor	Mcl-1 Bim block	smiles	Bim-Bfl-1	RGS4-Gao reg	Bim-Bcl-W	Bim-Bcl-2	Bim-Bcl-XL	Bcl-B Bim block	Mcl1-Bid inh	RGS7-Gao
108	12	-1	CCCCNC(=O)CN(CCc1ccccc1)S(C)(=O)=O	0	169*[activator]	0	-4	-2	-2	-23	133
